T cell HTS – T cell immune modulators affecting CD8 T cell-vesicle binding; hit rate 0.068% among 330,000; 2C CD8+ T cell-vesicle binding, flow cytometry; hits give low values; calls only at 7 µM; AID 2052;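 active means response, share of CD8 T cells binding vesicles, and their 90th percentile fluorescence all below set limits, cut at about 80% in these data, passing the limit was not always enough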
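Material: 2C TCR transgenic mouse naive CD8+ T cells, MACS-purified. Also added: QL9-charged Drosophila Ld/ICAM-1/B7-1 vesicles. Timing: binding 1.5 h at 37 °C. Measured by: high-throughput flow cytometry with anti-B7-1 and anti-CD8 staining. Read-out: percent CD8+ FL2 mean versus row control. Controls: Unloaded micro-vesicles (low), QL9 vesicles with 0.7% DMSO (high).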
WT yeast gro inh – growth inhibition of WT yeast, mitochondrial fusion screen | mitochondrial fusion phenotypic screen, WT strain | inhibition, % at 10 µM | hit rate 2.1% among 190,000 | AID 1362; in the data active means inhibition above about 58%; tested in S. cerevisiae
West Nile virus CPE – West Nile virus antiviral activity, cell-based, CPE readout (AID 1621) | hit rate 0.02% among 290,000 | West Nile virus-infected cells, CPE inhibition; higher % means a stronger effect | CPE inhibition, % at 10 µM; hits with a dose series show IC50 in µM; in the data active means a potency from the dose series; inconclusive means CPE inhibition mostly from about 3.7% at the one dose, without a potency; inactive means the rest, 99 in 100 with CPE inhibition below about 2.2%; further: strong numbers were not always called active
SV40 large T antigen – TAg ATPase/helicase activity blockers – biochemical (AID 1903) | SV40 large T antigen ATPase/helicase inhibition assay; higher % means a stronger effect | one-dose inhibition, % at 20 µM; IC50 in µM for titrated hits | hit rate 0.39% among 310,000; in the data active means a potency from the dose series; inconclusive means inhibition mostly from about 32% at the one dose, without a potency; inactive means the rest, 99 in 100 with inhibition below about 32%; further: strong numbers were not always called active
Salmonella PhoP GFP – PhoP-dependent GFP reporter repression – Salmonella Typhimurium, primary screen (AID 1863); one-dose inhibition, % at 50 µM; IC50 in µM for titrated hits; hit rate 0.16% among 300,000; S. Typhimurium PhoP-regulated promoter GFP reporter, 4 h; higher % means a stronger effect;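 active means inhibition over 29.93%, a cutoff 3 SD above the screen mean, later confirmed by dose response; inconclusive means inhibition over 29.93% but no dose response follow-up; inactive means inhibition at most 29.93% or unconfirmed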;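 further: 0% = low Mg2+ inducing control and 100% = high Mg2+ repressing control; strong numbers were not always called active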
RSV CPE inhibition – RSV antiviral activity via CPE protection, HEp-2 cells, primary 10 µM value included (AID 2391); HEp-2 cells, RSV-induced CPE inhibition; higher % means a stronger effect; CPE inhibition, % at 10 µM; hits with a dose series show IC50 in µM; hit rate 0.13% among 310,000; in the data active means a potency from the dose series; inconclusive means CPE inhibition mostly from about 23% at the one dose, without a potency; inactive means the rest, 99 in 100 with CPE inhibition below about 21%; further: strong numbers were not always called active
MgcRacGAP inhibition – MgcRacGAP GTPase-activating activity inhibitors, confirmation, biochemical, ADP Hunter fluorescence. MgcRacGAP-stimulated Rac1 GTP hydrolysis, ADP Hunter fluorescence; higher % means a stronger effect; GST-tagged Rac1 F28L mutant substrate. hit rate 0.6% among 340,000. one-dose inhibition, % at 30 µM; IC50 in µM for titrated hits. AID 624330;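 active means first-screen hits whose inhibition reached a set limit at any dose in the follow-up dose series; inconclusive means inhibition above the set first-screen limit but never retested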;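 further: fluorescence reports GDP produced by GAP-driven GTP hydrolysis; strong numbers were not always called active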
Myeloid diff 2 – promotes myeloid progenitor differentiation. ER-HoxA9 myeloid progenitors, lysozyme-GFP differentiation, flow cytometry. hit rate 1% among 360,000. calls only at 10 µM;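 active means normalized GFP-positive differentiation at or above the plate's own cutoff, the solvent-only control mean plus 3 SD; inconclusive means no clear call, values can overlap the other calls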;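 further: cells exposed to compound for four days before flow analysis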
b-catenin transl – beta-catenin nuclear translocation modulation; HeLa beta-catenin nuclear translocation, immunofluorescence imaging; nuclear translocation activity, % at 5 µM; hit rate 0.3% among 190,000;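 active means nuclear translocation activity above 50% at 5 µM, with a well cell count of 50 or more; inconclusive means wells under 50 cells across six images, flagged as toxic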;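 further: per-cell ratio of nuclear to cytoplasmic median beta-catenin stain intensity; plate controls were DMSO negative control for no effect and GSK-3 inhibitor IX positive control for full effect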
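test system = HeLa cells, endogenous beta-catenin | dosing = single 5 µM dose plus 0.02–20 µM confirmation series | times = compound treatment 24 h, 37°C, 5% CO2 | technique = beta-catenin immunofluorescence imaging with DAPI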
WT yeast gro inh mutant strain – second read-out of WT yeast gro inh, no call of its own (marks repeat the call); inhibition, %; mitochondrial fusion phenotypic screen, mutant strain inhibition
b-catenin transl cell count 5 µM – recorded beside b-catenin transl, whose call it bears; cell count; measured here: cell count, cytotoxicity flag
T cell HTS vesicle-bound % – further read-out of T cell HTS, marked with its call; double positive events, %; measured here: CD8+ vesicle-bound cell fraction;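 binding gate set so that unloaded-vesicle control wells show 10% double positive cells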
Myeloid diff 2 GFP+ MAC1+ % – second read-out of Myeloid diff 2, no call of its own (marks repeat the call); GFP+ MAC1+ double positive, %; measured here: differentiation confirmed by MAC1 staining
The depositor's hits bear a star; i = inactive; ? = inconclusive; / = no result given; + = active, no number.

SMILES	T cell HTS	T cell HTS vesicle-bound %	WT yeast gro inh	WT yeast gro inh mutant strain	West Nile virus CPE	SV40 large T antigen	Salmonella PhoP GFP	RSV CPE inhibition	MgcRacGAP inhibition	Myeloid diff 2	Myeloid diff 2 GFP+ MAC1+ %	b-catenin transl	b-catenin transl cell count 5 µM
CCN1CCN(c2nc3ccccc3nc2C(C#N)C(=O)OCc2ccccc2)CC1 (centres undefined)	i	30	32	11	1.5%	1%	4%	-3.2%	-3%	i	2.0	4.5	1093
CCOC(=O)c1c(C)[nH]c(C(=O)OCc2ccccc2F)c1C	i	32	/	/	0.6%	7%	-5%	5.3%	8%	i	0.4	/	/
COCC(=O)Nc1nnc(COc2ccc(Cl)cc2)s1	i	43	-1	-7	0.2%	10%	0%	1.9%	12%	i	0.7	/	/
CN(C)S(=O)(=O)c1ccc(N2CCCC2)c(C(=O)Nc2ccc(C(N)=O)cc2)c1	i	36	/	/	/	16%	-3%	-1.0%	2%	i	0.7	/	/
Cc1cc(Cl)c(S(=O)(=O)N(C)C)cc1OCC(N)=O	i	20	-13	4	0.0%	19%	-5%	1.1%	5%	i	1.8	4.8	525
Cc1ccc(S(=O)(=O)CC(=O)N(CCCN(C)C)c2nc3ccc(C)cc3s2)cc1	i	50	/	/	/	0%	-5%	-1.9%	6%	i	0.4	/	/
CN(C)c1ccc(Nc2nc(-c3cccnc3)cs2)cc1	i	7	11	-12	-0.3%	8.5µM*	31%	1.3%	14%	i	0.5	-0.5	1161
CNS(=O)(=O)c1ccc(NS(=O)(=O)c2ccccc2F)cc1	i	48	-3	-2	-0.2%	10%	6%	0.4%	13%	i	0.8	0.5	1085
CC(C)(C)S(=O)(=O)c1cnc(N2CCCC2)nc1N	i	32	/	/	-0.2%	6%	-2%	2.6%	1%	i	0.3	0.2	1368
O=C(c1ccc(Br)cc1)c1coc2ccc(O)cc12	i	38	/	/	/	9%	/	5.0%	10%	i	0.4	/	/
Cc1cccc(N2C(=O)N3[C@H](c4ccc(Br)cc4)[C@@H]4C(=O)N(C(C)(C)C)C(=O)[C@@H]4[C@]3(Cc3ccc(Cl)cc3)C2=O)c1	i	31	/	/	-1.0%	-11%	/	-0.1%	5%	i	0.7	/	/
CCN(CC)c1ccc(/C=N/Nc2nc(C)cc(C)n2)c(O)c1	i	50	9	0	-1.1%	15%	27%	7.8%	63µM*	i	0.5	0.9	917

5 records picked at random from the list so far:
SMILES	T cell HTS	T cell HTS vesicle-bound %	WT yeast gro inh	WT yeast gro inh mutant strain	West Nile virus CPE	SV40 large T antigen	Salmonella PhoP GFP	RSV CPE inhibition	MgcRacGAP inhibition	Myeloid diff 2	Myeloid diff 2 GFP+ MAC1+ %	b-catenin transl	b-catenin transl cell count 5 µM
Cc1cc(Cl)c(S(=O)(=O)N(C)C)cc1OCC(N)=O	i	20	-13	4	0.0%	19%	-5%	1.1%	5%	i	1.8	4.8	525
CN(C)c1ccc(Nc2nc(-c3cccnc3)cs2)cc1	i	7	11	-12	-0.3%	8.5µM*	31%	1.3%	14%	i	0.5	-0.5	1161
CCOC(=O)c1c(C)[nH]c(C(=O)OCc2ccccc2F)c1C	i	32	/	/	0.6%	7%	-5%	5.3%	8%	i	0.4	/	/
CNS(=O)(=O)c1ccc(NS(=O)(=O)c2ccccc2F)cc1	i	48	-3	-2	-0.2%	10%	6%	0.4%	13%	i	0.8	0.5	1085
CCN(CC)c1ccc(/C=N/Nc2nc(C)cc(C)n2)c(O)c1	i	50	9	0	-1.1%	15%	27%	7.8%	63µM*	i	0.5	0.9	917

(list continues)
SMILES	T cell HTS	T cell HTS vesicle-bound %	WT yeast gro inh	WT yeast gro inh mutant strain	West Nile virus CPE	SV40 large T antigen	Salmonella PhoP GFP	RSV CPE inhibition	MgcRacGAP inhibition	Myeloid diff 2	Myeloid diff 2 GFP+ MAC1+ %	b-catenin transl	b-catenin transl cell count 5 µM
Cn1c(=O)c2c(ncn2CC(=O)N/N=C/c2ccco2)n(C)c1=O	i	5	-8	-2	0.4%	-1%	-3%	1.1%	3%	i	0.5	-3.5	1250
COC(=O)CN(c1cccc(OC)c1)S(C)(=O)=O	i	14	-7	-9	-0.1%	5%	0%	1.0%	1%	i	1.0	-2.6	809
CC(C)c1cc(C(=O)O)on1	i	36	2	15	0.3%	1%	-2%	1.6%	5%	i	0.7	-0.6	1155
CCN(CC)S(=O)(=O)c1cc(C(=O)Nc2ccccn2)ccc1C	i	50	10	-3	?	15%	8%	-0.3%	1%	i	2.2	1.8	1139
CC(C)n1c(SCC(=O)Nc2ccccc2)nc2c1c(=O)n(C)c(=O)n2C	i	46	3	1	0.0%	-4%	-4%	1.9%	8%	i	0.3	/	/
O=C(COc1ccc(Cl)cc1Cl)N1CCCC1	i	9	12	17	-0.8%	9%	-2%	1.6%	3%	i	0.1	/	/
CCOC(=O)C1CCN(C(=O)CNS(=O)(=O)c2ccc(Br)s2)CC1	i	22	8	16	-0.1%	9%	-6%	-1.4%	6%	i	2.7	-2.3	957
Oc1ccc2ccccc2c1CN1CCN(c2ccccc2)CC1	i	58	-16	-40	0.0%	-3%	5%	0.5%	6%	i	0.7	7.0	982
Cc1c([N+](=O)[O-])cc(C(=O)NCc2ccc(F)cc2)cc1[N+](=O)[O-]	i	36	-12	-8	-0.3%	8%	-3%	1.1%	5%	i	0.0	0.1	1115
Cc1ccc(C)c(OCCNc2ccc([N+](=O)[O-])cn2)c1	i	25	/	/	-0.9%	4%	-2%	2.3%	12%	i	0.5	/	/
CCC(C(=O)N1CCN(c2ccccc2OC)CC1)c1ccccc1 (centres undefined)	i	51	0	21	-1.1%	4%	-7%	0.7%	13%	i	0.3	/	/
CCOC(=O)N1CCN(C(=O)CSc2ccc3nnc(CCNC(=O)c4ccc(OC)cc4)n3n2)CC1	i	34	-15	-7	1.1%	5%	2%	0.6%	2%	i	0.4	-0.7	1015
Cn1c(=O)[nH]c(=O)c2c1nc(CN1CCN(c3cccc(Cl)c3)CC1)n2Cc1ccccc1Cl	i	23	26	-3	-0.1%	13%	11%	3.9%	1%	i	2.0	-1.2	1026
CCCc1cc(=O)oc2c(C)c(OCC(=O)NCCN3CCOCC3)ccc12	i	30	/	/	-0.4%	6%	2%	-1.5%	11%	i	0.0	/	/
O=C(CNC(=O)c1cccc(F)c1)OCCOc1cccc(Cl)c1	i	35	/	/	/	6%	-8%	-1.6%	6%	i	0.5	/	/
CC(C)(C)c1ccc(C(=O)NNC(=O)C(=O)N2CCCCC2)cc1	i	13	2	-1	-0.7%	-1%	6%	2.5%	1%	i	9.2	-0.6	1337
CC1(C)CC(=O)C2=C(C1)OC(N)=C(C#N)C21CCN(C(=O)OCc2ccccc2)CC1	i	46	-1	-5	0.5%	-1%	-8%	1.5%	5%	i	5.1	-0.7	939
CCc1cccc(NC(=O)COc2ccccc2)c1	i	24	33	15	-0.4%	4%	8%	3.6%	9%	i	0.4	-4.5	1193
O=c1[nH][nH]c(C(F)(F)F)c1C=Nc1ccccc1	i	30	19	19	0.1%	8%	-4%	1.0%	8%	i	1.0	-1.5	1333
Cc1nccc2[nH]c(=O)c(C(=O)NC3CCCCC3C)cc12 (centres undefined)	i	25	2	12	0.1%	4%	1%	-0.6%	12%	i	0.4	0.9	1023
O=c1nc(-c2ccccc2)c2cc(Cl)ccc2[nH]1	i	47	41	42	0.6%	19%	-9%	7.9%	5%	i	8.0	0.3	1227
CCCCC(=O)Nc1cc(OC)c(NC(=O)C2CCCCC2)cc1OC	i	20	10	2	-0.5%	4%	26%	5.6%	7%	i	0.5	-4.8	1187
CCOC(=O)c1c(S(=O)(=O)N2CCc3ccccc32)c(C)n(C)c1C	i	31	/	/	0.2%	13%	9%	1.5%	16%	i	0.0	/	/
Cn1cc(CN(CCCN2CCOCC2)C(=S)Nc2cccc(Cl)c2)c2ccccc21	i	57	30	5	-2.1%	-82%	2%	-1.6%	-6%	+	5.2*	-0.7	1060
C=CCn1c(COc2ccccc2)nnc1SCC(=O)O	i	39	3	-8	0.1%	-1%	-1%	2.1%	-6%	i	0.5	4.8	1127
COc1cc(=O)[nH]c(=O)n1C(=O)Cc1ccccc1	i	34	3	1	-0.5%	4%	0%	1.5%	8%	i	4.1	-3.6	995
COC(=O)c1ccsc1NC(=O)CS(=O)(=O)c1ccccc1	i	56	/	/	/	2%	2%	0.8%	5%	i	1.0	/	/
CCc1c(C)nc2[nH]nc(-c3ccccc3C)n2c1=O	i	56	-8	-8	-0.1%	4%	-17%	1.8%	5%	i	1.2	-1.9	1080
O=C(c1ccc(CN2CCOCC2)cc1)N1CCN(c2cccc(Cl)c2)CC1	i	56	16	44	0.0%	0%	-6%	0.1%	14%	i	0.9	6.6	1005
C/C(=N\NC(=O)c1cccs1)c1c(O)cc(C)oc1=O	i	8	/	/	0.4%	-5%	-4%	1.6%	9%	i	2.5	/	/
COc1ccc(F)cc1C(=O)C1CCCN(Cc2c(C)n(C)n(-c3ccccc3)c2=O)C1 (centres undefined)	i	52	0	-3	0.9%	25%	-7%	0.8%	4%	i	0.2	-1.5	915
NNC(=O)Cn1cnc2ccccc21	i	49	-9	-1	0.3%	12%	-4%	2.6%	-8%	i	0.2	0.7	1093
CC(=O)O/N=C(\N)c1ccc(-c2csnn2)cc1	i	20	/	/	0.8%	23%	-10%	/	11%	i	0.3	-2.5	1173
CS(=O)(=O)N1CCC(Oc2cccc(C(=O)NCCCOc3cccnc3)c2)CC1	i	28	/	/	-0.3%	14%	1%	-0.7%	7%	i	0.9	/	/
Cc1cc(C)c2c(=O)cc(C(=O)NCc3ccccc3)oc2c1	i	61	/	/	-0.1%	8%	-7%	2.4%	/	i	0.4	/	/
COCc1c(C(=O)N/N=C\c2ccccn2)nnn1-c1nonc1N	i	42	/	/	0.4%	5%	-7%	2.4%	5%	i	0.8	/	/
COc1ccccc1C(=O)Nc1ccc(NC(=O)c2ccco2)c(C)c1	i	19	-2	1	0.0%	4%	2%	3.0%	15%	i	1.2	0.6	1303

Compound activity from PubChem.
